Source: PubChem (several laboratories)
S1P4 ag = human S1P4 receptor agonism. activation, % at 4.98 µM. S1P4-expressing cell line, agonist reporter assay. AID 1509. hit rate 0.35% among 220,000; in the data active = activation above about 11%;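 also: 0% = DMSO vehicle and 100% = reference agonist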
Calpain2 inh = inhibitors of pig calpain II; purified calpain II, fluorogenic peptide substrate, 30 min; inhibition, % at 16 µM; hit rate 0.37% among 220,000;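 active = inhibition above about 50%, limit read from the data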
TRPN1 ag = zebrafish TRPN1 (NompC) channel agonism; HEK293 zebrafish TRPN1-YFP, Fluo-8 calcium fluorescence; 100% = response to 87 µM carbachol; activation, % at 3 µM; hit rate 0.18% among 220,000; AID 1424;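 active = activation above its plate's cutoff, the mean activation of test wells on that plate plus 3 SD, cut at about 19% in these data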;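 also: 0% = DMSO alone and 100% = 87 µM carbachol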
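System: zebrafish TRPN1-YFP in HEK293 cells / Dosing: 3 µM single point / Timing: dye loading 1 h at 37 °C, then 30 min room temperature / Signal: Fluo-8 calcium fluorescence, excitation 470-495 nm, emission 515-575 nm / Read-out basis: percent activation from peak over basal fluorescence ratio, control-normalized / Control set: high carbachol 87 µM, low DMSO alone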
S1P4 antag = antagonists of human S1P4 receptor | inhibition, % at 4.98 µM | O95977 | AID 1510 | hit rate 0.26% among 220,000 | S1P4-expressing cells, antagonist mode, reporter read-out; in the data active = inhibition above about 29%;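 also: 0% = wells stimulated with agonist and 100% = vehicle wells without agonist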
BaF3 parental = parental Ba/F3 viability inhibition as JAK2V617F counter-screen; inhibition, % at 5.6 µM; CellTiter-Glo ATP luminescence; hit rate 1.1% among 220,000;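 active = inhibition above a per-campaign cutoff, the mean inhibition of all tested compounds plus 3 SD, cut at about 27% in these data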;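 also: 0% = DMSO wells and 100% = JAK Inhibitor I control wells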
TRPML3 agonist = activates the human TRPML3 channel; hit rate 0.29% among 220,000; HEK293 TRPML3-YFP, Fluo-8 calcium fluorescence; 100% = the carbachol control signal; activation, % at 3 µM; Q8TDD5;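 active = activation above its plate's cutoff, the mean activation of the plate's test wells plus 3 SD, cut at about 12% in these data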;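 also: 0% = DMSO only wells and 100% = carbachol wells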
Target sequence (Q8TDD5 whole entry, looked up): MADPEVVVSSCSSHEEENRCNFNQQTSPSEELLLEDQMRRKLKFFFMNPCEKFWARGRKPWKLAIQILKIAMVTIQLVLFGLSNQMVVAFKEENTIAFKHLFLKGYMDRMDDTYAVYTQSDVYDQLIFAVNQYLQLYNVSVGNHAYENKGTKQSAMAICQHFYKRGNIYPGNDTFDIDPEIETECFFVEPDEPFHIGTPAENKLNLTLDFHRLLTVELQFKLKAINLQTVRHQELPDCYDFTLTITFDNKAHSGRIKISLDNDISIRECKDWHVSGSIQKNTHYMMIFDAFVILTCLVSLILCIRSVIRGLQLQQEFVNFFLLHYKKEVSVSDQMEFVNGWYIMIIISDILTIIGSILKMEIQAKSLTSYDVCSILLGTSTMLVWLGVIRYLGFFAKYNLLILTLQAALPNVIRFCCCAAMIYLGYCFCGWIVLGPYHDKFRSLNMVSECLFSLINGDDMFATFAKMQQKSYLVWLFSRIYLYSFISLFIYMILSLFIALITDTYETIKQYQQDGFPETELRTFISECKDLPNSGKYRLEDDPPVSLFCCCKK
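Material: TRPML3-YFP stable HEK293 cells | Dosing: One concentration, 3 µM nominal, 0.3% DMSO | Timing: 125 s total fluorescence read per well | Technique: Fluo-8 calcium dye fluorescence, ex 470-495, em 515-575 nm | Measure: Percent activation from peak-to-basal fluorescence ratio, scaled between DMSO and carbachol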
Ba/F3 V617F tox = loss of viability in JAK2V617F-driven Ba/F3 cells. inhibition, % at 5.6 µM. AID 1446. Ba/F3 EpoR-JAK2V617F viability, ATP luminescence. hit rate 1.1% among 220,000;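 active = inhibition above the campaign mean plus 3 SD over all tested compounds, cut at about 24% in these data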;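 also: cytokine-independent growth of Ba/F3 cells driven by EpoR plus mutant JAK2; 0% = DMSO-treated cells and 100% = JAK inhibitor I control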
PERK inhibitor = human PERK inhibition, primary cell-based screen | CHO PERK-DD fusion, SEAP luminescence translation reporter | inhibition, % at 5.6 µM | hit rate 0.17% among 220,000;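 active = inhibition above the mean inhibition of all tested compounds plus 3 SD, set separately per screening campaign, cut at about 2.9% in these data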;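 also: PERK kinase domain activated by AP20187 dimerizer at 100 nM; 0% = DMSO with dimerizer and 100% = rapamycin at 8.4 µM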
EP2 modulator = EP2 receptor (human) modulation | P43116 | EP2-expressing cells, cAMP HTRF FRET, PGE2 co-stimulation | induction, % at 25 µM | hit rate 0.83% among 260,000 | AID 940;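 active = compounds whose cAMP rise, as percent of the full-agonist control response, exceeds 60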;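 also: rat C6 glioma line stably carrying human EP2 under a CMV promoter; the protocol text gives 20 µM as final concentration; 100% = response of wells given 1 µM PGE2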
Target sequence (P43116 whole entry, looked up): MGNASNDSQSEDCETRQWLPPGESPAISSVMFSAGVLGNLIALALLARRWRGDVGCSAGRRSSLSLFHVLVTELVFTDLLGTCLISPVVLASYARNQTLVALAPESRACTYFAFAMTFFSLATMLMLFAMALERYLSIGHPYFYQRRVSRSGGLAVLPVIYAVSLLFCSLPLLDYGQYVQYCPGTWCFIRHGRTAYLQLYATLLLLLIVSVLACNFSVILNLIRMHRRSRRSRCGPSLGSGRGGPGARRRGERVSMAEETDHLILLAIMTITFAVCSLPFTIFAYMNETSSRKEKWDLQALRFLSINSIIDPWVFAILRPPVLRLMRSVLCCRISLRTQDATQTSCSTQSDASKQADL
* hit, by the source's call; i = inactive; & = joins results of further samples.

SMILES | S1P4 ag | Calpain2 inh | TRPN1 ag | S1P4 antag | BaF3 parental | TRPML3 agonist | Ba/F3 V617F tox | PERK inhibitor | EP2 modulator
CCC1CCCCN1C(=S)NC1CCCCC1 (configuration not stated) | -0.4 | -5 | -1.2 | -12 | 3 | 0.2 | -2 | 0.3 | 3
CN(C)c1nc(N)nc(N(c2ccccc2)c2ccccc2)n1 | 0.1 | -9 | -0.1 | 17 | 1 | 0.1 | -3 | -0.3 | 10
COc1ccc(-c2cc(C(F)(F)F)n3nc(C(=O)NCCN4CCOCC4)cc3n2)cc1 | -0.1 | i | 2.4 | 8 | 8 | 0.5 | 2 | 0.0 | -18
COc1ccccc1N1CCN(C(=O)C(C)N(c2ccccc2)S(C)(=O)=O)CC1 (configuration not stated) | 1.6 | 3 | 0.3 | 6 | 3 | 0.7 | 0 | -0.2 | 17
CCOc1cccc(OCCn2cnc3ccccc3c2=O)c1 | 0.3 | 19 | 0.8 | 1 | 8 | 0.3 | 3 | -0.3 | 13
N/C(CC(=O)Nc1ccc(F)cc1F)=N\OC(=O)c1cccs1 | 0.5 | -16 | 0.7 | 1 | -1 | 0.3 | -6 | 0.5 | -27
O=C(NCCN1CCOCC1)c1ccc2c(c1)N(Cc1ccc(Cl)cc1)CCS2 | 0.3 | -332 | 0.6 | -13 | -6 | 0.2 | -2 | 1.3 | 2
CCC(CC(C)(C)O)C(=O)NNC(=S)Nc1ccccc1 (configuration not stated) | 1.3 | -28 | 0.5 | 1 | 4 | -0.1 | 0 | 1.8 | 17
NCC/C=C1/c2ccccc2CSc2ccccc21 | 3.0 | -27 | 2.1 | -3 | 6 | 1.0 | 6 | -1.4 | 2
N#C/C(=C1/CCCN1)c1ccccn1 | 0.4 | -31 | 0.0 | -7 | 5 | 0.9 | -2 | 0.6 | 5
CC(C)(C)C1CCC(OCC(O)CN2CCN(c3ccccn3)CC2)CC1 (configuration not stated) | -0.6 | 7 | -2.0 | -16 | 5 | 1.5 | 1 | 1.0 | -6
CCCCS(=O)(=O)/C=C/[C@H]1[C@H](S(=O)(=O)CCCC)[C@H]2C=C[C@@H]1C2 | 1.3 | 9 | 1.1 | 0 | 5 | 0.2 | 2 | -0.1 | 11
CCCc1nc(SCC(=O)c2ccc(OC)cc2)c2ccccc2n1 | -1.0 | -8 | -2.6 | -5 | 5 | -0.1 | 0 | 0.0 | 47
O=C(CC1SC(=O)N(Cc2ccccc2Cl)C1=O)Nc1nccs1 (configuration not stated) | 0.0 | -25 | 0.2 | 0 | -5 | 0.0 | -1 | 2.0 | 9
Cc1cc(NC(=O)Cc2ccccc2)ccc1NC(=O)c1cccs1 | 1.9 | -11 | 0.8 | -20 | 5 | 0.6 | -1 | -0.4 | 9
O=S(=O)(N/N=C1/CCCc2ccccc21)c1ccc(Br)cc1 | 0.5 | -12 | 0.1 | -6 | 2 | -0.2 | -3 | 1.4 | 18
COc1cccc(-c2nn(C)c3sc(C(=O)NCc4ccco4)cc23)c1 | 0.7 | -355 | 0.5 | -12 | 8 | -1.1 | 1 | -1.0 | -51
S=C1NC2=C(CCCC2)C2(CCCCC2)N1 | 2.7 | 3 | -1.0 | -4 | 2 | 1.3 | -4 | 0.8 | 16
c1ccc2c(NC3=NCCCCS3)cccc2c1 | -0.5 | 9 | -0.7 | -10 | 4 | 0.1 | -4 | 1.5 | 26
CC(OC(=O)CNC(=O)c1ccco1)C(=O)N(C)c1ccccc1 (configuration not stated) | 3.8 | -24 | 2.2 | 1 | 2 | 0.1 | 0 | 0.0 | 17
CCc1ccc(C(=O)c2ccccc2C(=O)O)s1 | -0.2 | 9 | 1.0 | -3 | 6 | 0.7 | 4 | -0.8 | 9
COC(=O)C1=C(C)NC2=C(C(=O)CCC2)C1c1cn(Cc2ccc(Br)cc2)nc1-c1ccccc1 (configuration not stated) | 0.6 | -244 | -0.9 | -3 | 2 | 0.5 | -1 | -0.7 | -2
CC1CCCCN1C(=O)C12CCC(C)(C(=O)C1)C2(C)C (configuration not stated) | 0.0 | 29 | -0.7 | -7 | 2 | 0.5 | 1 | 0.3 | -2
Cc1ccccc1-c1nnc(SCC(=O)Nc2cccc(C)c2C)o1 | -3.6 | 30 | -0.3 | -14 | 3 | 0.4 | -5 | -0.1 | -9
COC(=O)c1csc2c(C(F)(F)F)cc(N3CCN(C(=O)Nc4ccccc4)CC3)nc12 | -1.0 | -37 | -0.7 | 7 | -5 | 0.4 | 1 | -0.7 | -10

As entered above.
S1P4 ag with CN(C)c1nc(N)nc(N(c2ccccc2)c2ccccc2)n1 is entered as 0.1
S1P4 ag with Cc1cc(NC(=O)Cc2ccccc2)ccc1NC(=O)c1cccs1 is entered as 1.9

Carrying on:
SMILES | S1P4 ag | Calpain2 inh | TRPN1 ag | S1P4 antag | BaF3 parental | TRPML3 agonist | Ba/F3 V617F tox | PERK inhibitor | EP2 modulator
Cc1c(/C=N/n2cnnc2)c2ccccc2n1CCOc1ccc(Cl)cc1 | -0.3 | -49 | 0.0 | 11 | -2 | 0.5 | -3 | 0.6 | -27
CC(=O)Nc1sc(C)c(C)c1CN1CCN(Cc2ccccc2)CC1 | 1.2 | 6 | -1.1 | -9 | 9 | -0.2 | 2 | 0.9 | 1
O=[N+]([O-])c1ccc(N2CCOCC2)cn1 | 1.1 | -12 | 1.2 | -3 | 1 | 1.1 | -4 | 1.3 | 11
NC(=O)C1CCN(C(=O)OCc2ccccc2)CC1 | 1.9 | 25 | 0.5 | -8 | 0 | 0.4 | -1 | 2.2 | 25
CC(C)N(Cc1ccccc1)C(=S)Nc1ccccc1F | 0.2 | 20 | -0.5 | 0 | 3 | -0.6 | 4 | -0.5 | 13
O=C(COC(=O)CSc1ccc2ccccc2c1)NC1CCCC1 | 1.4 | 1 | 0.2 | -17 | 6 | -0.1 | -1 | 1.4 | 15
Cn1cnnc1SCC(=O)NNC(=O)COc1ccc(Br)cc1 | 2.1 | 8 | 0.9 | -14 | 2 | 0.2 | 3 | 0.3 | 10
O=C(c1cc(COc2c(F)cccc2F)on1)N1CCSCC1 | 0.5 | -17 | 0.1 | 6 | -6 | -0.3 | -2 | 1.9 | 20
Cc1ccccc1Nc1nc(N)nc(CN(C)c2ccccc2)n1 | -1.1 | 12 | 0.1 | -16 | 6 | 0.8 | 1 | 0.1 | 8
Cc1cc(NC(=O)CSc2nc3ccccc3[nH]2)n(-c2ccccc2)n1 | 0.0 | 9 | 1.1 | 0 | 2 | 0.0 | -4 | 1.4 | -2
O=C1c2ccccc2C(=O)N1CCCc1nc(-c2cccnc2)no1 | 0.0 | 1 | 2.1 | -5 | -1 | 0.9 | -5 | 0.5 | -5
CCn1ncc(C2=NOC(C(=O)NCc3ccccc3)C2)c1C (configuration not stated) | 1.2 | 20 | -0.1 | -12 | 78* | 0.3 | 80* | -0.3 | 7
CCOCCCNC(=O)CCCC1=NS(=O)(=O)c2ccccc2N1 | -2.1 | 13 | -0.5 | -7 | 1 | -0.7 | -6 | 0.7 | 9
CC1CC(C)CN(C(=O)c2ccc3c(c2NCCO)C(=O)c2ccccc2C3=O)C1 (configuration not stated) | -0.5 | 24 | -1.9 | -9 | 12 | -1.0 | 4 | -1.9 | -2
COc1ccccc1NC(=S)N1CCC(NC(=O)C23CC4CC(CC(C4)C2)C3)CC1 | 2.2 | 13 | 0.7 | 1 | 1 | 0.5 | -5 | -0.5 | -8&-21
S=c1[nH]nc(-c2cccnc2)n1/N=C/C(Cl)=C\c1ccccc1 | -0.7 | -13 | -1.6 | -7 | 6 | 0.7 | -1 | 0.4 | 20
CCOC(=O)c1c(NC(=O)CSC(=S)N2CCOCC2)sc(C)c1C | 1.9 | 17 | -1.0 | -20 | 3 | 0.5 | 2 | 0.0 | 15
CN(c1ccccc1C(=O)N1CCc2ccccc2C1)S(C)(=O)=O | 0.5 | 1 | 1.0 | 10 | 6 | 0.4 | 0 | -1.7 | 3
CCOC(=O)/C=c1\s/c(=C\c2ccc(-c3ccccc3)cc2)c(=O)n1CC(=O)NCc1ccc2c(c1)OCO2 | 1.5 | -53 | 0.4 | -14 | 9 | 0.7 | -1 | 1.6 | 25
Cc1cccc(Nc2ccccc2C(=O)OCC(=O)N2CCOCC2)c1C | 1.2 | -28 | -1.6 | -18 | 4 | -0.9 | -4 | -0.9 | 22
c1ccc(CN2CCC(Nc3nc(-c4ccccc4)nc4ccccc34)CC2)cc1 | -3.4 | -1 | 4.3 | -1 | 4 | 1.5 | -2 | -2.2 | -35
O=C(Cc1ccccc1)Nc1ccc(N2CCCC2)cc1 | -2.1 | -59 | -0.1 | -4 | 6 | 0.5 | 2 | -0.7 | -3
Cc1csc(Sc2ccc(C(=O)OCC(=O)Nc3ccc(OC(F)(F)F)cc3)cc2[N+](=O)[O-])n1 | -0.4 | 12 | 0.3 | -14 | 3 | 0.4 | 0 | 0.9 | -7
OCCC#Cc1ccc(CN2CCN(Cc3ccsc3)C(CCO)C2)cc1 (configuration not stated) | 0.6 | -2 | 1.0 | -5 | 5 | 0.8 | 0 | 0.3 | 10
Nc1nc2nc(SCC(=O)N3CCCc4ccccc43)[nH]c2c(=O)[nH]1 | -2.1 | 1 | 1.7 | -13 | 0 | 0.7 | -4 | 0.3 | 24

Random excerpt: 5 compounds from above.
SMILES | S1P4 ag | Calpain2 inh | TRPN1 ag | S1P4 antag | BaF3 parental | TRPML3 agonist | Ba/F3 V617F tox | PERK inhibitor | EP2 modulator
CCOC(=O)/C=c1\s/c(=C\c2ccc(-c3ccccc3)cc2)c(=O)n1CC(=O)NCc1ccc2c(c1)OCO2 | 1.5 | -53 | 0.4 | -14 | 9 | 0.7 | -1 | 1.6 | 25
COc1ccccc1NC(=S)N1CCC(NC(=O)C23CC4CC(CC(C4)C2)C3)CC1 | 2.2 | 13 | 0.7 | 1 | 1 | 0.5 | -5 | -0.5 | -8&-21
CCOC(=O)c1c(NC(=O)CSC(=S)N2CCOCC2)sc(C)c1C | 1.9 | 17 | -1.0 | -20 | 3 | 0.5 | 2 | 0.0 | 15
CC1CC(C)CN(C(=O)c2ccc3c(c2NCCO)C(=O)c2ccccc2C3=O)C1 (configuration not stated) | -0.5 | 24 | -1.9 | -9 | 12 | -1.0 | 4 | -1.9 | -2
c1ccc(CN2CCC(Nc3nc(-c4ccccc4)nc4ccccc34)CC2)cc1 | -3.4 | -1 | 4.3 | -1 | 4 | 1.5 | -2 | -2.2 | -35

Remaining list, next part:
SMILES | S1P4 ag | Calpain2 inh | TRPN1 ag | S1P4 antag | BaF3 parental | TRPML3 agonist | Ba/F3 V617F tox | PERK inhibitor | EP2 modulator
CCc1nnc(NC(=O)c2nn(-c3ccccc3)nc2C)s1 | 0.2 | 9 | 1.8 | 1 | -1 | -0.5 | -1 | 0.4 | 2
CN(c1ccccc1)S(=O)(=O)c1cccc(Cl)c1Cl | -0.1 | -3 | -1.7 | 23 | -3 | 53* | -1 | 1.2 | 5
O=c1c2ccccc2nc(/C=C/c2ccc([N+](=O)[O-])o2)n1CCCO | -0.1 | -52 | 0.7 | 2 | 102* | 0.2 | 101* | 0.0 | -21
CCCc1cc(=O)oc2cc(OCC(=O)OC)cc(OCC(=O)OC)c12 | 1.5 | i | 0.3 | -10 | 2 | 0.9 | 0 | 1.5 | -12
O=C(OCc1nc2ccc(Cl)cc2n1CCO)c1ccccc1 | 0.3 | 3 | 0.1 | -13 | 0 | -0.2 | -7 | 0.8 | -22
COC(CNC(=O)C(C)n1nc(C)c2ccccc21)OC (configuration not stated) | 0.7 | -30 | 0.7 | -8 | 4 | 0.5 | -1 | 0.8 | -14
